Assay outcomes (PubChem BioAssay)
PP1 inh: PP1-alpha phosphatase inhibitors, primary screen, counter-screen for PP5 inhibitor project, biochemical, fluorescence, OMFP substrate, single point. AID 2235, 2010. inhibition, % at 6.7 µM. purified PP1alpha. hit rate 0.9% among 320,000. Serine/threonine-protein phosphatase PP1-alpha catalytic subunit (Homo sapiens), P62136;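 active = inhibition above the mean inhibition of all tested compounds plus 3 SD, computed separately for each screening campaign, cut at about 15% in these data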
Target sequence (P62136 whole entry, looked up): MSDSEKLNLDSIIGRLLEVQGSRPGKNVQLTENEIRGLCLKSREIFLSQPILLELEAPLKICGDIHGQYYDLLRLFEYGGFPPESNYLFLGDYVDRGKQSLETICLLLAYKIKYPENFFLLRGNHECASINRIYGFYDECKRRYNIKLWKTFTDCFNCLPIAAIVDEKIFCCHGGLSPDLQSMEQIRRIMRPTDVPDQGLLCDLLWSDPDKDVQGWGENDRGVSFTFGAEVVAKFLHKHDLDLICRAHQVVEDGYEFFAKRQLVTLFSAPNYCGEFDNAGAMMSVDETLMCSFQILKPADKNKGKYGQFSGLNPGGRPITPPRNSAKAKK
TPT1 inh: Candida albicans TPT1 enzyme inhibitors, primary screen, biochemical, fluorescence polarization. tRNA 2'-phosphotransferase TPT1 (Candida albicans SC5314). recombinant caTPT1, FP RNA substrate dephosphorylation. inhibition, % at 5 µM. hit rate 0.81% among 300,000;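 active = inhibition above the mean of all tested compounds plus 3 SD, set per screening campaign, cut at about 24% in these data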;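 also: plate controls were DMSO alone for no effect and ferristatin control at 100 nM for full effect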
ZTA DNA inh: blocks Epstein-Barr virus ZTA, an EBNA-1 counter-screen | P03206 | ZTA-DNA binding, fluorescence polarization | inhibition, % at 11 µM | hit rate 0.15% among 320,000; in the data active = inhibition above about 33%
Target sequence (P03206 whole entry, looked up): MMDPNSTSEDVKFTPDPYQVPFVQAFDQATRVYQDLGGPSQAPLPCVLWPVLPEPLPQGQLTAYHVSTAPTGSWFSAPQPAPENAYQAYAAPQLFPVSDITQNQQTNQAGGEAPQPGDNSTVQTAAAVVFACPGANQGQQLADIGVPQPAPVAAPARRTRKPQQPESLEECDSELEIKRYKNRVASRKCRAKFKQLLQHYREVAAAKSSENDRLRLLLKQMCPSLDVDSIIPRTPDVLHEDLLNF
PP5 inh: PP5 phosphatase inhibitors, primary screen, biochemical, fluorescence; purified PP5c, OMFP substrate fluorescence; Serine/threonine-protein phosphatase 5 (Homo sapiens), P53041; inhibition, % at 6.7 µM; hit rate 0.18% among 320,000;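 active = inhibition above the campaign's mean inhibition across all tested compounds plus 3 SD, cut at about 9.5% in these data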;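 also: 0% = DMSO only and 100% = 100 µM cantharidin control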
GASC-1 inh: inhibitors of GASC-1 histone demethylase, primary screen, biochemical, fluorescence, DELFIA europium; inhibition, % at 2.35 µM; hit rate 0.069% among 330,000; GST-JMJD2C(1-420) H3K9me3 demethylation; AID 2099, 2009;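 active = more than half of a compound's replicate wells show inhibition beyond 50%, single wells judged on their own value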;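 also: signal counts dimethyl H3K9 product captured on neutravidin plate; 0% = median of DMSO wells and 100% = 0.3 times that DMSO median; strong numbers were not always called active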
Target sequence (Q9H3R0 1-420 limits assumed): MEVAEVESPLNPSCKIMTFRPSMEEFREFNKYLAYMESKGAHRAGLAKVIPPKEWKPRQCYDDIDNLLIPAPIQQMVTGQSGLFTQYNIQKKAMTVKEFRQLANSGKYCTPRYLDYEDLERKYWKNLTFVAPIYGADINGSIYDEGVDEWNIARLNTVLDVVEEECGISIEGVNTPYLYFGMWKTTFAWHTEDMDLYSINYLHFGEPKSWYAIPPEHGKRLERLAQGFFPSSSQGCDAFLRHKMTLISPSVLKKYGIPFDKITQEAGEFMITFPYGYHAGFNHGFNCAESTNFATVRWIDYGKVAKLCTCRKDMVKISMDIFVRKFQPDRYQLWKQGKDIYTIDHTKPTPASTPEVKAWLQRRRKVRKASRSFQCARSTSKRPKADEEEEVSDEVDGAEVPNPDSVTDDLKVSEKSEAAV
CR mimetic SO: reduction of superoxide in aged yeast, primary screen, HTS; S. cerevisiae aged cells, superoxide DHE fluorescence; active compounds read low; superoxide response (% of plate mean), % at 10 µM; hit rate 0.18% among 330,000;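 active = superoxide response under a set limit, about three screen SD below normal, cut at about 65% in these data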;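 also: yeast aged for seven days with compound at 30 °C before DHE staining; 100% = average MFI of all compound-treated wells on the plate with controls excluded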
EBNA-1 inh: EBNA-1 DNA-binding inhibitors, primary screen, biochemical, fluorescence polarization; inhibition, % at 14.8 µM; hit rate 0.34% among 300,000; AID 1950, 2009; in the data active = inhibition above about 28%
core dimer inh: inhibitors of HCV core protein dimerization, primary screen, biochemical, TR-FRET, high-throughput | TR-FRET GST/Flag-core106 dimerization, 1536-well | inhibition, % at 5 µM | AID 1899, 2009 | hit rate 0.33% among 300,000;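 active = inhibition above the mean of all tested compounds plus 3 SD, set per screening campaign, cut at about 45% in these data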
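System – GST-tagged and Flag-tagged HCV core protein residues 1-106 · Repeats – one well for each compound · Technique – TR-FRET 671 and 617 nm emission · Doses – one concentration, 5 µM, in 0.5% DMSO · Times – 4 h, 22.5 °C incubation · Also added – Eu donor and XL665 acceptor anti-tag antibodies · Measure – percent inhibition of core106 dimerization signal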
Fh CTSL1 inh: Fasciola hepatica cathepsin L1 inhibitors, primary screen, counter-screen for PFM18AAP inhibitor project, biochemical, QFRET, fluorogenic peptide substrate; recombinant F. hepatica cathepsin L1, Z-Leu-Arg-MCA fluorescence; inhibition, % at 5.96 µM; hit rate 0.49% among 300,000; AID 1906, 2009;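 active = inhibition above the mean of all tested compounds plus 3 SD, set per screening campaign, cut at about 17% in these data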;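 also: 0% = plate median of test compound wells and 100% = 1 µM Z-Phe-Ala-diazomethylketone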
An asterisk follows results filed as active; i = inactive; · = not tested or not shown.

canonical_smiles	PP1 inh	TPT1 inh	ZTA DNA inh	PP5 inh	GASC-1 inh	CR mimetic SO	EBNA-1 inh	core dimer inh	Fh CTSL1 inh
COc1ccc(OCCCn2c(=O)oc3ccccc32)cc1	8	0	4	1.4	14	86	0	-4	2
CC(=O)c1cccc(CN2CCN(C3CCCC3)C(CCO)C2)c1 (stereo not drawn)	1	-4	-8	2.4	0	84	-2	2	-2
CCOC(=O)c1cnc2ccccc2c1NCc1ccco1	1	-2	-10	2.0	4	93	-2	0	10
CC(C)C(=O)N1CCN(c2ccc(NC(=O)c3cccs3)cc2Cl)CC1	1	0	-3	0.1	-2	102	-9	-1	-1
COC(=O)/C(=C/Nc1cccc2ccccc12)[N+](=O)[O-]	-2	-1	-1	0.3	1	100	6	-9	2
C[C@H](NC(=O)c1nc[nH]c1C(=O)N[C@@H](C)C(=O)OC(C)(C)C)C(=O)OCc1ccccc1	5	0	4	4.0	-5	93	-5	-3	3
CCOC(=O)C1=C(CC)Nc2ccccc2N=C1NC(=O)c1ccc(S(=O)(=O)N(C)C)cc1	0	-10	-13	-3.8	5	98	11	4	6
COCc1nc2c([nH]1)c(=O)n(C)c(=O)n2CC(C)C	-3	-1	16	-1.5	·	89	8	2	3
CCOC(=O)c1ccccc1NC(=O)/C=C/c1cc(OC)c(OC)c(OC)c1	-1	2	-5	1.2	-19	104	-8	4	5
N#Cc1nc(-c2ccccc2F)oc1NCCN1CCOCC1	-2	0	3	0.9	2	99	2	-1	4
O=C(N/N=C\c1ccc(CN(Cc2ccc(Cl)cc2)S(=O)(=O)c2ccccc2)o1)C(=O)Nc1ccc(F)cc1	1	1	7	1.2	1	105	13	34	2
CCCCN(C)C(=O)Cn1cnc2sc(C)cc2c1=O	-1	-7	14	3.3	1	105	0	-7	-3
Cc1cccc(N2C(=O)NC3(CCCCC3)C2=O)c1	5	3	-11	1.5	-26	102	-11	-3	1
Cc1ccc(C)c(OCc2cc(C(=O)NC(C)c3cnn(C)c3)no2)c1 (stereo not drawn)	-5	-1	-2	2.1	3	87	-7	0	-5
N#Cc1ccc(N2Cc3ccccc3C2=NC(=O)c2cccnc2Cl)cc1	-1	-3	4	2.3	6	88	-6	3	-1
Cc1nc(NC(=O)CC(C)C)sc1-c1csc(Nc2ccc(Cl)cc2)n1	-4	4	-8	2.1	1	107	-4	-1	12

Three entries picked at random from the list so far:
canonical_smiles	PP1 inh	TPT1 inh	ZTA DNA inh	PP5 inh	GASC-1 inh	CR mimetic SO	EBNA-1 inh	core dimer inh	Fh CTSL1 inh
O=C(N/N=C\c1ccc(CN(Cc2ccc(Cl)cc2)S(=O)(=O)c2ccccc2)o1)C(=O)Nc1ccc(F)cc1	1	1	7	1.2	1	105	13	34	2
N#Cc1ccc(N2Cc3ccccc3C2=NC(=O)c2cccnc2Cl)cc1	-1	-3	4	2.3	6	88	-6	3	-1
CCCCN(C)C(=O)Cn1cnc2sc(C)cc2c1=O	-1	-7	14	3.3	1	105	0	-7	-3

Going on with the list.
canonical_smiles	PP1 inh	TPT1 inh	ZTA DNA inh	PP5 inh	GASC-1 inh	CR mimetic SO	EBNA-1 inh	core dimer inh	Fh CTSL1 inh
CCOc1ccc(-c2nc(C#N)c(N3CCCCCC3)o2)cc1	-2	-4	5	3.3	0	106	3	3	-2
COC(=O)c1ccc(CSc2nnc3nc(C)cc(C)n23)cc1	-6	-3	-9	0.9	-11	100	7	-2	4
CCOc1ccc(S(=O)(=O)N(C)CC(=O)N2CCN(CC)CC2)cc1	-3	2	14	-0.1	6	100	6	8	2
COc1ccc(Cl)cc1C(=O)Nc1cccnc1Cl	0	-1	-7	-1.3	-1	101	-4	3	4
CC(C)NC(=O)c1ccc(Sc2ccccc2)c([N+](=O)[O-])c1	4	-2	17	1.2	7	99	15	0	4
COC(=O)c1ccc(NC(=S)N(Cc2cccnc2)Cc2ccco2)cc1	-4	3	-5	0.7	9	106	-1	3	-2
O=C1CN(C(=O)NCC(=O)N2CCCC2)c2ccccc2N1	1	-1	0	-1.5	-2	79	-14	8	-5
COc1ccc(NC(=O)CC(C)(C)C)c([N+](=O)[O-])c1	-1	0	-9	2.8	0	106	-13	-1	-1
Cc1ccc(Oc2nc3c(c(=O)n(Cc4ccccc4F)c(=O)n3C)n2C)cc1	-1	-2	2	5.2	-3	77	7	2	1
CCOC(=O)c1c(C)[nH]c(C(=O)OCc2ccccc2)c1C	2	0	-5	3.5	3	106	3	-2	1
CC(=O)Nc1nnc(SCC(=O)N2CCCc3ccccc32)s1	-2	-5	-7	0.8	7	86	-1	-5	3
COc1ccc(CNC(=O)c2ccc(S(=O)(=O)N3CCCC3)cc2)cc1OC	-2	3	0	2.5	-8	104	0	2	-3
COc1cccc(OCC(=O)NC2CCCCCC2)c1	-1	·	4	2.7	-3	105	·	·	·
O=C(CN1CCN(Cc2ccc(Cl)cc2)C1=O)NCCCN1CCOCC1	-3	-1	8	-2.1	11	94	0	3	2
NC(=O)CSc1nc(N)c2c3c(sc2n1)CCCCC3	0	4	16	-0.1	13	103	10	1	-2
O=C(CCCCCN1C(=O)c2ccccc2C1=O)Nc1ccc(S(=O)(=O)N2CCCCC2)cc1	-3	-1	18	1.4	25	133	8	3	1
O=C(CCNC(=O)C1CCN(S(=O)(=O)c2ccc(F)cc2)CC1)NCc1cccnc1	0	-4	5	0.5	-5	115	1	4	-2
COCCNC(=S)N1CCC(C(=O)c2ccc(C)cc2)CC1	-1	-1	-12	-1.3	12	104	-6	-12	-2
CN(C)Cc1cc(C(C)(C)c2cc(CN(C)C)c(O)c(CN(C)C)c2)cc(CN(C)C)c1O	1	-2	-10	-1.5	·	93	-1	0	-4
COc1ccc(NS(=O)(=O)c2nnc(NC(=O)c3ccccc3F)s2)cc1	-1	-1	0	1.8	-1	111	1	1	1
CS(=O)(=O)NCCCNc1c(Cl)cccc1[N+](=O)[O-]	-2	-5	15	-0.8	i	97	-11	-5	0
CCC(C)(C)C1CCC2(CC1)NC(=O)N(CC(=O)NCCc1c[nH]c3ccccc13)C2=O (stereo not drawn)	-1	·	5	0.3	-5	88	·	·	·
Cc1ccc(C(=O)NC(=S)NCc2cccnc2)cc1C	1	0	2	2.0	-4	103	0	3	1
CCOc1ccc(/C=N/OCC(=O)NCc2cccs2)cc1	3	1	-1	-0.2	1	111	9	1	0
O=C(Nc1ccc(Cl)cc1)NC1CCS(=O)(=O)C1 (stereo not drawn)	-3	0	-5	-0.6	-143	91	7	3	-1
Cc1nonc1CC(=O)NC1CC(C)(C)Cc2c1cnn2-c1ccc(F)cc1 (stereo not drawn)	-1	-2	16	-1.3	0	101	-9	-9	-3
Cc1ccc(NC(=O)CN2C(=O)NC(C)(c3ccc(Cl)cc3)C2=O)cc1 (stereo not drawn)	2	-1	-15	3.8	-4	99	-8	2	-2
COC(=O)[C@H]1[C@H](c2ccccc2)[C@H](C(=O)OC)O[C@H]1c1ccccc1	-4	-5	0	-1.3	1	106	9	-3	0
CC1Cc2ccccc2N1C(=O)COc1ccc2c(c1)OCO2 (stereo not drawn)	-4	2	1	-1.8	7	90	6	-2	0
CCOC(=O)c1ccc(NC(=O)CC2S/C(=N/N=C/c3c[nH]c4ccccc34)NC2=O)cc1 (stereo not drawn)	6	3	-17	2.3	1	100	21	1	1
COc1ccc(C2C=C(c3ccccc3)Nc3nc(NC(C)=O)nn32)cc1 (stereo not drawn)	1	-34	18	0.5	2	103	13	3	-2
CCOc1cc(-c2noc(N)c2C#N)cc(OCC)c1OCC	-2	-3	10	5.4	1	100	3	3	-1
CCC(Sc1ccc2nnc(CCNS(=O)(=O)c3ccc(OC)cc3)n2n1)C(=O)OC (stereo not drawn)	0	0	-1	-1.4	13	105	6	-4	4
O=C(COC(=O)CCOc1ccccc1)NCCC1=CCCCC1	-3	0	-1	-3.1	-5	98	-7	-1	-38
O=C(NCCCN1CCOCC1)/C(=C/c1ccco1)NC(=O)c1ccccc1	1	1	-1	2.4	6	84	0	10	-3
COc1ccccc1N1CCN(c2cc(=O)n(-c3ccc(Cl)cc3)c(=O)[nH]2)CC1	1	1	11	-2.0	3	103	7	13	-3
Cc1sc2ncnc(SCC(=O)N3CCC(c4noc5ccc(F)cc45)CC3)c2c1C	-2	-2	7	2.0	-11	106	-5	-2	-2
CN(c1ccc(C(=O)N2CCOCC2)cc1)S(=O)(=O)c1cccs1	-4	-1	-6	1.4	-1	105	-1	0	-1
O=C(CSc1nc2ccccc2n1S(=O)(=O)c1cccc([N+](=O)[O-])c1)NCCc1ccccc1	0	2	0	2.3	-8	104	-10	-2	-6
Nc1c(-c2nn[nH]n2)cnn1-c1cc(Cl)cc(Cl)c1	-4	1	-9	2.4	1	110	-12	0	-2
Cc1c(CC(=O)N2C[C@H]3C[C@@H](C2)c2cccc(=O)n2C3)c(=O)oc2cc3occ(C(C)(C)C)c3cc12	2	-4	-5	2.0	12	99	-9	3	0
COc1ccc(Cl)cc1NC(=O)CN1C(=O)NC2(CCCC2)C1=O	3	2	15	-1.2	1	98	-4	9	3
NC(=O)c1ccc(-n2nnnc2SCc2ccc(F)cc2)cc1	0	-2	-11	-0.1	-7	102	6	-3	-4
CCCn1c(Sc2nnnn2-c2ccccc2)n[nH]c1=O	-6	-4	-3	2.8	7	110	-5	-8	3
NC(=O)CN1C(=O)C2CCCCN2C(=O)c2ccccc21 (stereo not drawn)	-3	0	-7	-3.7	-3	105	-8	1	5
CCOC(=O)CN(C(=O)CNC(=O)c1cccs1)C(C(=O)NC1CCCCC1)c1cccnc1 (stereo not drawn)	-2	4	3	-0.3	13	115	-1	-2	2
O=C(O)CC1Sc2nc3ccccc3n2C1=O (stereo not drawn)	-1	-3	-6	0.6	5	96	0	1	-2
O=C1CSCC(=O)N1Cc1ccc(Cl)cc1Cl	-1	-5	15	0.8	2	107	5	2	-7
Cc1ccc(Cn2c(CN(C)Cc3ccccc3)nc3c2c(=O)n(C)c(=O)n3C)cc1	1	-1	-1	1.9	1	92	-11	2	6
Cc1ccc(C)c(NC(=O)CCN2CC(C)CC(C)C2)c1 (stereo not drawn)	1	-2	-4	-0.5	6	89	2	-2	-1
COc1ccc(OC)c(CCNC(=O)CN2C(=O)COc3ccc(S(=O)(=O)N4CCOCC4)cc32)c1	-2	-4	-2	0.2	5	102	-9	-1	-6
Cc1nc2scc(-c3ccco3)c2c(=O)n1/N=C/N(C)C	0	5	-7	2.4	1	101	-15	1	-1
Cc1n[nH]c(C)c1S(=O)(=O)N1CCN(C2CCCCC2)CC1	-4	-5	-17	1.4	-5	100	5	-3	8
Cn1c(SCC(=O)NCC2CCCO2)nc2c([nH]c3ccccc32)c1=O (stereo not drawn)	0	1	8	1.6	0	102	3	-2	0
CC(=O)Nc1ccc(S(=O)(=O)N2CCCC2C(=O)O)cc1 (stereo not drawn)	-4	1	5	2.5	49	84	0	-4	-3
